Screening results: PubChem BioAssay, several laboratories
SSB-PriA inh – inhibitors of Klebsiella pneumoniae PriA binding to SSB C-terminal tail, primary screen, biochemical, AlphaScreen; PriA–SSB C-terminal tail interaction (Klebsiella pneumoniae); AlphaScreen SSBct-PriA binding, biotinylated peptide; inhibition, % at 33 µM; hit rate 0.6% among 430,000; AID 1272365, 2023; in the data active = inhibition mostly above about 37%, no sharp cut-off; inactive = mostly below about 20%;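 also: plate controls were negative control peptide for no effect and reference peptide for full effect; strong numbers were not always called active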
Rv3671c inh – Rv3671c serine protease inhibitors, primary screen, biochemical, fluorescence polarization, M. tuberculosis H37Rv; inhibition, % at 5.96 µM; hit rate 0.048% among 320,000; AID 2606, 2010; in the data active = inhibition above about 38%;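 also: extracellular domain of Rv3671c used as enzyme; 0% = enzyme with DMSO and 100% = no enzyme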
CCHFV vOTU inh – CCHFV vOTU protease inhibitors, primary screen, biochemical, Pep-AMC substrate, fluorescence. Crimean-Congo hemorrhagic fever virus L polyprotein viral ovarian tumor (vOTU) protease …. inhibition, % at 11.5 µM. hit rate 0.55% among 370,000. AID 651958, 2012; in the data active = inhibition above about 30%; also: 0% = vehicle wells with enzyme and 100% = no enzyme wells
BoNT A protease – BoNT/A light chain protease inhibitors, primary screen, biochemical, flow cytometry, MLPCN library | multiplex microsphere protease substrate cleavage | hit rate 0.17% among 360,000 | AID 588499, 2011 | inhibition, % at 10 µM; also: plate controls were buffer without enzyme for full effect and enzyme alone for no effect
BoNT-F LC inh – BoNT/F light chain protease inhibitors, primary screen, biochemical, flow cytometry, MLPCN library. Botulinum neurotoxin type F light chain protease (Clostridium botulinum). Multiplex microsphere protease cleavage assay. inhibition, % at 10 µM. hit rate 0.22% among 360,000; in the data active = inhibition above about 35%, passing the limit was not always enough; inconclusive = no clear call, values can overlap the other calls; also: plate controls were buffer without enzyme for full effect and enzyme alone for no effect
PrPC TRFRET – inhibitors of human cell surface prion protein PrPC, primary screen, cell-based, TR-FRET; AID 720596, 2013; inhibition, % at 13.8 µM; TR-FRET read-out; Major prion protein (Homo sapiens), P04156; hit rate 0.43% among 370,000; in the data active = inhibition above about 24%; also: 0% = median of the test wells and 100% = reference compound wells
3CLpro inhibitor – SARS-CoV 3CLpro protease inhibitors, primary screen, biochemical, quenched FRET; Replicase polyprotein 1ab (Severe acute respiratory syndrome coronavirus), P0C6X7; recombinant SARS-CoV 3CLpro, quenched FRET peptide cleavage; inhibition, % at 6 µM; hit rate 0.14% among 290,000; in the data active = inhibition above about 12%
DUSP3 inh – VHR1 phosphatase inhibitors, primary screen, biochemical, absorbance, uHTS | Dual specificity protein phosphatase 3 (Homo sapiens), P51452 | recombinant VHR phosphatase, pNPP absorbance | inhibition, % at 13.3 µM | hit rate 0.52% among 290,000 | AID 1654, 2009; in the data active = inhibition above about 50%; also: some compounds called inactive have numbers as strong as hits
Target sequence (P51452 whole entry, looked up): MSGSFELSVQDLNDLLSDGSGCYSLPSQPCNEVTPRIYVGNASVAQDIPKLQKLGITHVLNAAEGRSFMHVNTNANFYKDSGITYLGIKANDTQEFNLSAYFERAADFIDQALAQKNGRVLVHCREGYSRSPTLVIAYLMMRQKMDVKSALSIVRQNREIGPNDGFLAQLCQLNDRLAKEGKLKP
MazEF act – activators of E. coli MazEF toxin-antitoxin RNase, primary screen, biochemical, fluorescence, uHTS. FAM/BHQ RNA-DNA oligo cleavage fluorescence, 5 h. activation, % at 20 µM. hit rate 0.32% among 350,000; in the data active = activation above about 50%
Anthrax LF inh2 – Bacillus anthracis LF protease inhibitors, primary screen, biochemical, multiplex microsphere, MLPCN library; Lethal factor (Bacillus anthracis), P15917; multiplex microsphere protease cleavage assay; inhibition, % at 10 µM; hit rate 0.12% among 360,000; AID 588501, 2011; also: plate controls were buffer without enzyme for full effect and enzyme alone for no effect
Target sequence (P15917 whole entry, looked up): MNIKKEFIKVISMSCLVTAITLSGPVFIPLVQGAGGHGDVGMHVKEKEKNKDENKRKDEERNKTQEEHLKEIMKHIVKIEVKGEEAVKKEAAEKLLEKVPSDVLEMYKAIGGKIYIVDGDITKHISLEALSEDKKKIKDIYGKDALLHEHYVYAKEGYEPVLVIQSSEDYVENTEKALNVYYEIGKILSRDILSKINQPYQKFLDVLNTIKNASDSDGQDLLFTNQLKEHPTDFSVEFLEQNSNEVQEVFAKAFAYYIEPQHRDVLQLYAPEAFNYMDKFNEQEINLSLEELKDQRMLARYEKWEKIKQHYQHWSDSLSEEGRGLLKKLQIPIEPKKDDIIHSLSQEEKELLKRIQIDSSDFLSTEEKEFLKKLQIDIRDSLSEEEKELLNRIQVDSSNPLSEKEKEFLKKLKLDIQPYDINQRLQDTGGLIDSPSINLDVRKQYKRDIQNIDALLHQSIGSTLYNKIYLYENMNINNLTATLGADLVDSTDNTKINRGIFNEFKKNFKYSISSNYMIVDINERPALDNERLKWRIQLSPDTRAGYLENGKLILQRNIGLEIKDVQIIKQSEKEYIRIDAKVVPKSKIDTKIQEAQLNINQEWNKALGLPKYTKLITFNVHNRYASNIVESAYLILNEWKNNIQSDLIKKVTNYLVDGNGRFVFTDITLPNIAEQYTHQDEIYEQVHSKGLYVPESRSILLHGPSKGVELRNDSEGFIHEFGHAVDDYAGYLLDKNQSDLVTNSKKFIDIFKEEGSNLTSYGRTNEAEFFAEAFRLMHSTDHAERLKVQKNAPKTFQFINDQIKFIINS
Active calls of the source: *; & = joins results of further samples. Rule as the data show it, unless noted: active = inhibition above about 30%; inconclusive = no clear call, values can overlap the other calls; inactive = below that.

Cc1cccc(C)c1-n1nnnc1SCC(=O)c1c(N)n(C2CC2)c(=O)[nH]c1=O was read as SSB-PriA inh 5, Rv3671c inh -16, CCHFV vOTU inh 1, BoNT A protease 0.1, BoNT-F LC inh 1, PrPC TRFRET -7, MazEF act 55* and Anthrax LF inh2 -3.
COC(C[C@@H]1O[C@H]1C(=O)[C@@H](C)OCc1ccccc1)OC was read as SSB-PriA inh -10, Rv3671c inh -4, CCHFV vOTU inh -2, BoNT A protease -0.2, BoNT-F LC inh -10, PrPC TRFRET 1, MazEF act 4 and Anthrax LF inh2 -3.
`Cc1ccc(S(=O)(=O)Nc2ccc(-n3cnnn3)cc2)cc1` gave SSB-PriA inh -5, Rv3671c inh -16, CCHFV vOTU inh 12, BoNT A protease 1.9, BoNT-F LC inh 13, PrPC TRFRET 8, 3CLpro inhibitor 2, DUSP3 inh 6, MazEF act -14 and Anthrax LF inh2 1.
Screening CCc1sc(C(=O)NCc2ccccc2)cc1C returned SSB-PriA inh -23, Rv3671c inh -3, CCHFV vOTU inh -11, BoNT A protease 0.7, BoNT-F LC inh 8, PrPC TRFRET 1, 3CLpro inhibitor 3, DUSP3 inh -2, MazEF act 7 and Anthrax LF inh2 -4.
`COC(=O)C1CCN(S(=O)(=O)c2cc3c4c(c2)CCN4C(=O)CC3)CC1` gave SSB-PriA inh -15&-1, CCHFV vOTU inh 8, BoNT A protease 1.0, BoNT-F LC inh 3, PrPC TRFRET -2, MazEF act -1 and Anthrax LF inh2 2.
NC(=O)c1cc(Cl)cn(-c2ccccc2)c1=O was read as SSB-PriA inh -4, Rv3671c inh 6, CCHFV vOTU inh -1, BoNT A protease -0.4, BoNT-F LC inh -1, PrPC TRFRET -3, 3CLpro inhibitor 2, DUSP3 inh 38, MazEF act -6 and Anthrax LF inh2 -3.
Screening O=C(N/N=C/c1cc(Cl)cc([N+](=O)[O-])c1O)c1cc(-c2ccccn2)nc2ccccc12 returned Rv3671c inh 29, BoNT A protease -0.1, BoNT-F LC inh -2, 3CLpro inhibitor 1, DUSP3 inh 42, MazEF act -8 and Anthrax LF inh2 -4.
`CCCC(c1nnnn1C1CCCCC1)N1CCN(C2CCCC2)CC1` (centres undefined) gave SSB-PriA inh 8, Rv3671c inh -3, CCHFV vOTU inh 2, BoNT A protease 0.7, BoNT-F LC inh 8, PrPC TRFRET 0, 3CLpro inhibitor -2, DUSP3 inh 10, MazEF act 7 and Anthrax LF inh2 -2.
Brc1cccc(OCCn2ccnc2)c1 was read as SSB-PriA inh 1, Rv3671c inh 1, CCHFV vOTU inh 2, BoNT A protease 2.0, BoNT-F LC inh -5, PrPC TRFRET 4, 3CLpro inhibitor 3, DUSP3 inh -6, MazEF act -6 and Anthrax LF inh2 -1.
For Cc1cc(C)n(Cc2cccc(C(=O)N/N=C/c3cccnc3)c2)n1 the results were CCHFV vOTU inh 4, BoNT A protease 0.3, BoNT-F LC inh 6, PrPC TRFRET -3, 3CLpro inhibitor -2, DUSP3 inh 8, MazEF act -2 and Anthrax LF inh2 5.
For CN(Cc1ccccc1)S(=O)(=O)c1ccc(Cl)c(C(=O)NCc2ccncc2)c1 the results were SSB-PriA inh -7, Rv3671c inh -5, CCHFV vOTU inh -4, BoNT A protease -1.6, BoNT-F LC inh 16, PrPC TRFRET 4, MazEF act -5 and Anthrax LF inh2 0.
For O=S(=O)(NCc1ccc2c(c1)OCO2)c1cccc(S(=O)(=O)N2CCOCC2)c1 the results were SSB-PriA inh -21, Rv3671c inh 0, CCHFV vOTU inh 10, BoNT A protease 0.8, BoNT-F LC inh 5, PrPC TRFRET 6, 3CLpro inhibitor 4, DUSP3 inh 26, MazEF act 10 and Anthrax LF inh2 -3.
CN(Cc1ccno1)Cc1cn(Cc2ccccc2)nc1-c1ccc2c(c1)OCO2 was read as SSB-PriA inh -13, Rv3671c inh -4, CCHFV vOTU inh 6, BoNT A protease 0.2, BoNT-F LC inh 5, PrPC TRFRET 4, 3CLpro inhibitor 3, DUSP3 inh 30, MazEF act 1 and Anthrax LF inh2 -1.
For CCSc1cnn(-c2ccccc2)c(=O)c1Cl the results were SSB-PriA inh -4, Rv3671c inh 3, CCHFV vOTU inh 9, BoNT A protease 1.1, BoNT-F LC inh inconclusive, PrPC TRFRET -16, MazEF act 12 and Anthrax LF inh2 16.
`Cc1ccc(CN2CCN(/N=C\C=C\c3ccccc3)CC2)cc1` gave Rv3671c inh 1, CCHFV vOTU inh -10, BoNT A protease -1.0, BoNT-F LC inh -10, PrPC TRFRET -3, 3CLpro inhibitor 6, DUSP3 inh 14, MazEF act -1 and Anthrax LF inh2 -1.
For COc1ccc(NC(=O)CC2C(=O)N(c3ccc(OC)cc3)C(=O)N2C(C)C)cc1 (centres undefined) the results were SSB-PriA inh -10, Rv3671c inh -7, CCHFV vOTU inh -10, BoNT A protease -0.3, BoNT-F LC inh -2, PrPC TRFRET -3, 3CLpro inhibitor 3, DUSP3 inh 25, MazEF act -7 and Anthrax LF inh2 -2.
CCOC(=O)C1CCN(C(=O)Nc2cccc(OC)c2)CC1 was read as SSB-PriA inh 0, Rv3671c inh -4, CCHFV vOTU inh -10, BoNT A protease 1.5, BoNT-F LC inh inconclusive, PrPC TRFRET 17, 3CLpro inhibitor 2, DUSP3 inh 27, MazEF act 1 and Anthrax LF inh2 10.
For O=c1c2ccccc2nc(/C=C/c2ccc(F)cc2)n1-c1ccccn1 the results were SSB-PriA inh 1, Rv3671c inh 2, 3CLpro inhibitor 2, DUSP3 inh 40 and MazEF act -2.
Screening O=C(CN1C(=O)NC(Cc2c[nH]c3ccccc23)C1=O)NCCc1ccccc1 (centres undefined) returned SSB-PriA inh -4, Rv3671c inh -7, CCHFV vOTU inh 6, BoNT A protease 1.4, BoNT-F LC inh 10, PrPC TRFRET -2, 3CLpro inhibitor 1, DUSP3 inh 27, MazEF act -1 and Anthrax LF inh2 5.
For CCS(=O)(=O)c1ccc(O)c(NC(=O)COc2ccc(Br)cc2)c1 the results were SSB-PriA inh -12, Rv3671c inh 3, CCHFV vOTU inh -2, BoNT A protease -0.6, BoNT-F LC inh 4, PrPC TRFRET 12, 3CLpro inhibitor 4, DUSP3 inh -8, MazEF act -3 and Anthrax LF inh2 12.
CC(=O)c1ccc(NC(=O)C(C)OC(=O)CCCN=C2NS(=O)(=O)c3ccccc32)cc1 (centres undefined) was read as SSB-PriA inh -8, Rv3671c inh -1, CCHFV vOTU inh 18, PrPC TRFRET -1 and MazEF act 3.
Cc1c(NC(=O)CSCc2c(F)cccc2Cl)c(=O)n(-c2ccccc2)n1C was read as SSB-PriA inh 0, Rv3671c inh -6, 3CLpro inhibitor -3, DUSP3 inh 10 and MazEF act 2.
For O=C(Cn1cc(S(=O)(=O)Cc2ccccc2)c2ccccc21)Nc1ccccc1 the results were SSB-PriA inh -3, Rv3671c inh -16, BoNT A protease 16, BoNT-F LC inh 26, 3CLpro inhibitor 3, DUSP3 inh 6, MazEF act 4 and Anthrax LF inh2 6.
Screening O=C(Nc1cccnc1)c1cc(-c2cccnc2)nc2ccc(Br)cc12 returned SSB-PriA inh -2, Rv3671c inh 7, CCHFV vOTU inh 18, BoNT A protease 3.5, BoNT-F LC inh 2, PrPC TRFRET -11, 3CLpro inhibitor -3, DUSP3 inh 6, MazEF act 0 and Anthrax LF inh2 2.
For CCN1CCCC1CNCc1cccc(OC)c1OCc1ccc(F)cc1 (centres undefined) the results were SSB-PriA inh -9, Rv3671c inh -14, CCHFV vOTU inh -8, BoNT A protease 1.0, BoNT-F LC inh -4, PrPC TRFRET -5, 3CLpro inhibitor 3, DUSP3 inh 3, MazEF act -3 and Anthrax LF inh2 -2.
For COc1ccc(NC(=O)CN(C)C(=O)c2ccc(N3CCCCCC3)c([N+](=O)[O-])c2)cc1 the results were SSB-PriA inh 26, Rv3671c inh 0, CCHFV vOTU inh 2, BoNT A protease inconclusive, BoNT-F LC inh inconclusive, PrPC TRFRET -13, MazEF act 3 and Anthrax LF inh2 inconclusive.
`CC(NC(=O)/C(C#N)=C/c1ccco1)c1ccccc1` (centres undefined) gave SSB-PriA inh -3, Rv3671c inh 2, CCHFV vOTU inh 3, BoNT A protease -0.3, BoNT-F LC inh 2, PrPC TRFRET 1, 3CLpro inhibitor 1, DUSP3 inh 2, MazEF act -1 and Anthrax LF inh2 2.
For O=C1CCCN1CC(CN1CCOCC1)Sc1nnnn1-c1ccccc1 (centres undefined) the results were SSB-PriA inh 5, Rv3671c inh 0, CCHFV vOTU inh -10&6, BoNT A protease 0.2, BoNT-F LC inh -1, PrPC TRFRET -2&11, 3CLpro inhibitor -3, DUSP3 inh 7, MazEF act 15&-3 and Anthrax LF inh2 0.
CCCCN(CC)C(=O)Cc1c(C(=O)O)[nH]c2ccc(Cl)cc12 was read as SSB-PriA inh -18, Rv3671c inh 2, CCHFV vOTU inh 13, BoNT A protease -0.1, BoNT-F LC inh -7, PrPC TRFRET 21, 3CLpro inhibitor 2, DUSP3 inh 44, MazEF act -1 and Anthrax LF inh2 2.
CCn1cc(C(=O)NCCN(C)C)c(=O)c2cc(F)c(N3CCN(C)CC3)cc21 was read as SSB-PriA inh 5, Rv3671c inh 6, CCHFV vOTU inh -16, BoNT A protease -5.8, BoNT-F LC inh -44, PrPC TRFRET 0, 3CLpro inhibitor -1, DUSP3 inh 7, MazEF act 1 and Anthrax LF inh2 0.
For CC(C)(Oc1ccc(Cl)cc1)C(=O)Nc1cccc(S(=O)(=O)NC2=NCCC2)c1 the results were SSB-PriA inh 8, Rv3671c inh -7, CCHFV vOTU inh 19, BoNT A protease 5.6, BoNT-F LC inh -11, PrPC TRFRET 4, MazEF act 4 and Anthrax LF inh2 0.
Screening Cc1cccn2c(=O)c(/C=C(\C#N)C(N)=O)c(N3CCN(Cc4ccc5c(c4)OCO5)CC3)nc12 returned SSB-PriA inh 18, Rv3671c inh 9, CCHFV vOTU inh -30, BoNT A protease 0.0, BoNT-F LC inh -1, PrPC TRFRET -15, 3CLpro inhibitor 0, DUSP3 inh 13, MazEF act -3 and Anthrax LF inh2 0.
Screening COc1cc(CC(=O)OCC(=O)N2C(C)CCCC2C)cc(OC)c1OC (centres undefined) returned SSB-PriA inh -11, Rv3671c inh -2, CCHFV vOTU inh 0, BoNT A protease -0.7, BoNT-F LC inh -3, PrPC TRFRET 1, 3CLpro inhibitor 0, DUSP3 inh -11, MazEF act -22 and Anthrax LF inh2 2.
Screening O=S(=O)(c1ccccc1)N1CCN=C1SCc1ccccc1Cl returned SSB-PriA inh -24, Rv3671c inh -7, CCHFV vOTU inh 4, BoNT A protease -0.1, BoNT-F LC inh -1, PrPC TRFRET 4, 3CLpro inhibitor 3, DUSP3 inh -7, MazEF act 1 and Anthrax LF inh2 -2.
For Cc1ccccc1OCCn1ccnc1 the results were SSB-PriA inh 2, Rv3671c inh 1, CCHFV vOTU inh -10, BoNT A protease 3.2, BoNT-F LC inh inconclusive, PrPC TRFRET 0, 3CLpro inhibitor -1, DUSP3 inh 4, MazEF act 7 and Anthrax LF inh2 17.

Not all compounds are listed; count on the stated rates, not on these rows.
